# AGP1 TOR yeast: yeast TOR pathway AGP1-GFP modulation. GFP response vs DMSO, % at 10 µM. 320,000 compounds, 0.02% hits. S. cerevisiae AGP1-GFP multiplex flow cytometry, 3 h; GFP as percent of DMSO wells;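 active = GFP response relative to DMSO above a set limit, near screen average plus 3 SD, cut at about 150% in these data; inconclusive = fewer than 70 cells counted for the yeast strain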;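 note: median GFP channel fluorescence of the gated AGP1 strain per well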
# RPL19A-GFP yeast: alters RPL19A-GFP fluorescence in TOR pathway yeast screen; percent response vs DMSO, % at 10 µM; 330,000 compounds, 0.3% hits; S. cerevisiae RPL19A-GFP strain, flow cytometry, 3 h; stronger effect = lower value;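 active = percent response vs DMSO below 50%; inconclusive = fewer than 70 events counted for the yeast strain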;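 note: median channel GFP fluorescence of the barcoded RPL19A-GFP strain; ratio of sample median GFP to plate DMSO average so 100% = DMSO; lower means less RPL19A-GFP as with rapamycin TOR inhibition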
# VLA-4 inh: inhibition in a human VLA-4 binding assay | VLA-4 expressing cells, ligand binding flow cytometry | inhibition, % (about 7 µM as worked out from the volumes in the protocol) | 330,000 compounds, 0.2% hits; in the data active = inhibition above about 50%
# GRK2 inh: blocks RNA aptamer binding to human GRK2; bead flow cytometry, FAM-aptamer displacement from GRK2; inhibition of aptamer binding, % at 10 µM; 330,000 compounds, 0.59% hits; AID 488847;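 active = inhibition of aptamer binding above 40%, roughly 3 SD of noise, on plates passing a quality check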;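 note: median bead fluorescence of bound FAM aptamer so fluorescent compounds give negative values; no value below 0 was filed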
# Target sequence (P25098 whole entry, looked up): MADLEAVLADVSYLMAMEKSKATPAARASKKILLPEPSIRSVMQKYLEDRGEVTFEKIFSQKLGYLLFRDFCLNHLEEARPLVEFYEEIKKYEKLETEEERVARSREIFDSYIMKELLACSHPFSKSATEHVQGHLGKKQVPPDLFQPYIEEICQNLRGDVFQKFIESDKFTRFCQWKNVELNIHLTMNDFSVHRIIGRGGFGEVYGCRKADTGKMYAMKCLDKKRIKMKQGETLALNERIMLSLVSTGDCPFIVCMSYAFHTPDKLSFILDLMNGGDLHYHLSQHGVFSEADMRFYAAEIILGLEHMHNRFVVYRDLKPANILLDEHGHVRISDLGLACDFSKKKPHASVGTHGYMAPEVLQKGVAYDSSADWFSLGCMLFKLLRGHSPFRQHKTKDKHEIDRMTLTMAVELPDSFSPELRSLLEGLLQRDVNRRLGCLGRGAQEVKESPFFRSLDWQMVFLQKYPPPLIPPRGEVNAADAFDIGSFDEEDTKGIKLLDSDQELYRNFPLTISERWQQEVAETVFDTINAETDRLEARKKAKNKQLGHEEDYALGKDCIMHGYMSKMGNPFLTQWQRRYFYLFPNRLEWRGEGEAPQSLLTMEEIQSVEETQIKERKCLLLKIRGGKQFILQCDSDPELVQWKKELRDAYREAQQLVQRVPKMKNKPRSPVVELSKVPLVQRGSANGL
# LAP4-GFP MLPCN: modulators of TOR pathway LAP4-GFP in S. cerevisiae. 320,000 compounds, 0.34% hits. GFP response vs DMSO, % at 10 µM. S. cerevisiae LAP4-GFP multiplex, flow cytometry GFP, 3 h; median GFP as percent of DMSO wells. AID 2023;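 active = GFP response vs DMSO above a set limit, about the screen mean plus 3 SD, cut at about 150% in these data; inconclusive = under 70 cell events counted for the yeast strain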
# MEP2 TOR yeast: yeast TOR pathway MEP2-GFP modulation; S. cerevisiae MEP2-GFP strain, flow cytometry GFP, 3 h; 100% = DMSO control level; GFP response vs DMSO, % at 10 µM; 330,000 compounds, 0.51% hits; AID 2016;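 active = GFP response versus DMSO above a set limit, roughly screen mean plus 3 SD, cut at about 180% in these data; inconclusive = fewer than 70 cells counted for a yeast strain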;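 note: median GFP fluorescence of the barcode-gated MEP2-GFP cells per well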
# CIT2-GFP yeast: yeast TOR pathway CIT2-GFP modulation; S. cerevisiae CIT2-GFP strain, flow cytometry, 3 h; 100 means same as DMSO wells; GFP response vs DMSO, % at 10 µM; 320,000 compounds, 0.065% hits; AID 2029;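 active = GFP response relative to DMSO above a set limit, near the screen mean plus 3 SD, cut at about 150% in these data; inconclusive = Fewer than 70 cells measured for a yeast strain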;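 note: ratio of well median GFP fluorescence to mean of DMSO wells on the plate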
# GASC-1 inh: human JMJD2C demethylase inhibition. Q9H3R0. inhibition, % at 2.35 µM. AID 2099. 330,000 compounds, 0.069% hits. GST-JMJD2C(1-420) H3K9me3 demethylation, DELFIA europium;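 active = more than half of a compound's replicate wells show inhibition beyond 50%, single wells judged on their own value; inconclusive = some, but no more than half, of replicates pass 50% inhibition; inactive = no replicate passes 50% inhibition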;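 note: signal counts dimethyl H3K9 product captured on neutravidin plate; 0% = median of DMSO wells and 100% = 0.3 times that DMSO median; strong numbers were not always called active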
# Target sequence (Q9H3R0 1-420 limits assumed): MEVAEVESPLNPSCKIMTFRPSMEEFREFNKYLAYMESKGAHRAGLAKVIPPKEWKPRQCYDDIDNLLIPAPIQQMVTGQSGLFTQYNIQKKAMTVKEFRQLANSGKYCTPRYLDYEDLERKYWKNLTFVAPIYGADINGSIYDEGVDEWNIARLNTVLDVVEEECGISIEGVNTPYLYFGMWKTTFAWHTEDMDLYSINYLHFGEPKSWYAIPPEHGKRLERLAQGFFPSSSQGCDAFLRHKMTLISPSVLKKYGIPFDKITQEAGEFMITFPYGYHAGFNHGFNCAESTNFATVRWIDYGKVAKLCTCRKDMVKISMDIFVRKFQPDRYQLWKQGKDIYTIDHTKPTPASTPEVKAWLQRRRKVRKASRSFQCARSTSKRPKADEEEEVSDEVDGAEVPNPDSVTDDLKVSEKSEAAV
# * = called active by the depositor; ? = inconclusive; . = no result given; [ ] = remark or other dose.
# Every second line gives: AGP1 TOR yeast, RPL19A-GFP yeast, VLA-4 inh, GRK2 inh, LAP4-GFP MLPCN, MEP2 TOR yeast, CIT2-GFP yeast, GASC-1 inh
COc1cc2c(cc1OC)CN(C(=O)C1CCCN(C(=O)c3ccc(Cl)cc3)C1)CC2 (stereo not drawn)
 : 92, 90, 2, 0, 87, 97, 79, -16
Cc1cccc(C(=O)NC(=S)Nc2ccccc2C(F)(F)F)c1
 : 100, 104, 26, 2, 99, 106, 102, -4
COc1cccc(NC(=O)N(Cc2ccco2)C(C)c2cccs2)c1 (stereo not drawn)
 : 100, 98, 9, 0, 106, 103, 93, 14
COc1cc(/C=C2\SC(c3ccc(C)cc3)=NC2=O)cc(OC)c1O
 : 97, 99, 8, 0, 91, 103, 106, 3
COc1ccc(C(=O)NNC(=O)C(Cc2ccc(O)cc2)NC(=O)c2ccccc2NC(=O)c2ccc(OC)cc2)cc1 (stereo not drawn)
 : 102, 105, 0, 2, 94, 99, 113, 1
O=C(c1cc(-c2ccc(F)cc2)nc2ccccc12)N1CCN(C2CCS(=O)(=O)C2)CC1 (stereo not drawn)
 : 98, 97, -13, 0, 99, 97, 96, .
Cc1ccc(NCc2ccc(Cl)nc2)c(NCc2ccc(Cl)nc2)c1
 : 101, 102, 8, 0, 105, 103, 107, 6
COC(=O)C1CCN(C(=O)c2cc(=O)[nH]c3ccccc23)CC1
 : 101, 97, -18, 0, 101, 100, 100, 2
Cc1ccc(NC2CCCCC2NS(=O)(=O)c2ccc(Cl)cc2)cc1 (stereo not drawn)
 : 107, 108, 9, 0, 101, 109, 110, 5
Cc1cccc(N2CCN(C(=O)C(C)n3nc(C)n4c(cc5occc54)c3=O)CC2)c1C (stereo not drawn)
 : 98, 94, 17, 1, 104, 101, 91, 19
Cc1cc(NC(=O)CCCN2C(=O)/C(=C\c3cccs3)SC2=S)no1
 : 97, 103, 9, 3, 85, 86, 93, -18
CC(NC(=O)COC(=O)c1ccc(CO)cc1)C1CC2CCC1C2 (stereo not drawn)
 : 95, 94, -8, 0, 94, 97, 92, .
O=C1/C(=C/c2cccnc2)Cc2ccc(Cl)cc21
 : 93, 103, -1, 0, 118, 99, 90, -20
CC(=O)NC(c1cccs1)c1cc([N+](=O)[O-])c2cccnc2c1O (stereo not drawn)
 : 93, 95, 13, 0, 93, 91, 88, -35
Cc1ccc(-c2nnc(SCc3ccccc3F)o2)cc1
 : 100, 98, -12, 3, 104, 103, 103, 24
NS(=O)(=O)c1ccc(CCNC(=S)Nc2ccc(S(N)(=O)=O)cc2)cc1
 : 98, 100, 12, 5, 89, 103, 104, .
Cc1cccc(C(=O)O/N=C/c2c(Cl)n(C)c3ccccc23)c1
 : 103, 102, -1, 1, 109, 112, 113, 1
CCCOc1ccc(/C=N/O)cc1
 : 104, 99, -14, 0, 101, 100, 105, 29
CN(CC(=O)NCCc1ccc(F)cc1)Cc1cccs1
 : 87, 99, 13, 1, 85, 102, 98, 81
COC(=O)c1sccc1NC(=O)c1sccc1C
 : 99, 98, 6, 0, 103, 106, 92, -7
COc1ccc(-c2csc(Nc3cccnc3)n2)cc1
 : 98, 86, 4, 0, 106, 102, 105, 5
CCOc1ccccc1N(CC(=O)N(C)Cc1ccccc1)S(=O)(=O)c1ccccc1
 : 99, 100, 11, 1, 107, 97, 96, ?
COC(=O)c1ccc(/C=N/OCC(=O)NC2CCCC(C)C2C)cc1 (stereo not drawn)
 : 101, 95, 7, 0, 92, 100, 100, -6
COc1ccc(S(=O)(=O)NCc2ccccn2)cc1NC(=O)c1ccccc1C
 : 90, 88, -2, 0, 96, 99, 82, ?
Cc1cc(Cc2cc(C)c(N)cc2C)c(C)cc1N
 : 105, 116, 5, 0, 105, 107, 106, 2
CCN(CCn1cccn1)C(=O)c1cccc(OC2CCN(S(C)(=O)=O)CC2)c1
 : 104[may fluoresce red], ?, 8, 1, 89[may fluoresce red], ?, 99[may fluoresce red], 3
Cc1ccc(C2CC(=O)C=C(O)C2)cc1 (stereo not drawn)
 : 109, 105, 7, 2, 106, 103, 99, 6
Cc1cc(NC(=O)CSc2nnc(CNC(=O)c3ccc(C(C)(C)C)cc3)o2)no1
 : 100, 96, 4, 0, 107, 94, 96, -6
CCN1C(=O)[C@H]2[C@@H](c3ccc(SC4CCCCC4)cc3)N[C@@](CC(C)C)(C(=O)OC)[C@H]2C1=O
 : 93, 103, 2, 4, 133, 98, 101, .
CCOC(=O)c1ccc(C(=O)OCC)c(NC(=S)Nc2ccc([N+](=O)[O-])cc2OC)c1
 : 98, 103, 5, 2, 86, 93, 98, 6

# 7 compounds picked at random from those above:
# Every second line gives: AGP1 TOR yeast, RPL19A-GFP yeast, VLA-4 inh, GRK2 inh, LAP4-GFP MLPCN, MEP2 TOR yeast, CIT2-GFP yeast, GASC-1 inh
CN(CC(=O)NCCc1ccc(F)cc1)Cc1cccs1
 : 87, 99, 13, 1, 85, 102, 98, 81
Cc1cc(Cc2cc(C)c(N)cc2C)c(C)cc1N
 : 105, 116, 5, 0, 105, 107, 106, 2
COc1ccc(S(=O)(=O)NCc2ccccn2)cc1NC(=O)c1ccccc1C
 : 90, 88, -2, 0, 96, 99, 82, ?
COc1cccc(NC(=O)N(Cc2ccco2)C(C)c2cccs2)c1 (stereo not drawn)
 : 100, 98, 9, 0, 106, 103, 93, 14
Cc1cc(NC(=O)CSc2nnc(CNC(=O)c3ccc(C(C)(C)C)cc3)o2)no1
 : 100, 96, 4, 0, 107, 94, 96, -6
Cc1ccc(-c2nnc(SCc3ccccc3F)o2)cc1
 : 100, 98, -12, 3, 104, 103, 103, 24
Cc1cccc(C(=O)NC(=S)Nc2ccccc2C(F)(F)F)c1
 : 100, 104, 26, 2, 99, 106, 102, -4

# (further entries)
# Every second line gives: AGP1 TOR yeast, RPL19A-GFP yeast, VLA-4 inh, GRK2 inh, LAP4-GFP MLPCN, MEP2 TOR yeast, CIT2-GFP yeast, GASC-1 inh
Nc1cc(S(=O)(=O)N2CCOCC2)ccc1N1CCOCC1
 : 107, 99, 6, 0, 108, 106, 107, 20
NS(=O)(=O)c1ccc(CCNC(=O)Nc2ccc(Cl)c(Cl)c2)cc1
 : 98, 104, 7, 1, 101, 96, 96, 10
CCOc1cc(NS(=O)(=O)c2ccc(NC(C)=O)cc2)c(OCC)cc1NC(=O)c1cccs1
 : 97, 98, 8, 1, 103, 100, 91, 4
CC(=O)c1ccc(NC(=O)C2=CC(c3ccco3)=NS(=O)(=O)N2C)cc1
 : 109, 103, 5, 2, 107, 107, 107, 4
c1cc(-c2nnc3sc(C4CCCCC4)nn23)ccn1
 : 100, 105, 9, 2, 98, 104, 107, 14
O=C(N/C(=C/c1cccc([N+](=O)[O-])c1)C(=O)N1CCCCCC1)c1cccs1
 : 100, 97, 1, 8, 101, 104, 103, -2
CC(=O)C1=C(O)C(=O)N(CCN2CCOCC2)C1c1ccc(N(C)C)cc1 (stereo not drawn)
 : 14[may fluoresce violet], 100[may fluoresce violet], -26, 0, 92[may fluoresce violet], 107[may fluoresce violet], ?, -20
CCOC(=O)NC(N(O)c1cccc(Cl)c1)C(Cl)(Cl)Cl (stereo not drawn)
 : 99, 101, -5, 1, 102, 97, 94, -1
COc1ccc(-c2[nH]ncc2CN2CCN(Cc3cccs3)CC2)cc1F
 : 103, 99, -7, 0, 104, 99, 108, 6
O=C(COC(=O)/C=C/c1cccc(F)c1)Nc1ccccc1
 : 89, 89, -5, 0, 89, 94, ., 8
O=C(CN1C(=O)COc2ccccc21)NCCN1CCC(Cc2ccccc2)CC1
 : 99, 99, -5, 17, 95, 102, 101, 8
CC1=C(C(=O)OC2CCCCC2)C(c2cccnc2)n2ncnc2N1 (stereo not drawn)
 : 98, 103, 14, 4, 94, 103, 100, 18
O=C(NC(=S)N1CCCc2ccccc21)c1ccco1
 : 102, 94, 13, 1, 99, 98, 103, 7
CCOC(=O)CSc1nnc(NC(=O)c2ccc3c(c2)OCO3)s1
 : 109, 96, 11, 1, 105, 103, 104, -3
CC1(C)Cc2nc(-c3ccccc3)n3cnnc3c2CO1
 : 92, 95, -6, 0, 86, 95, 90, -4
CN(CC(=O)NCCc1ccccn1)S(=O)(=O)c1ccc(Cl)cc1
 : 102, 99, -1, 2, 106, 103, 98, 15
Cc1ccc(C(=O)Nc2ccc3ccccc3n2)cc1
 : 106, 105, 6, 2, 104, 105, 98, -5
C=CCNC(=S)Nc1sc2c(c1C(=O)OCC)CC(C)(CC)OC2 (stereo not drawn)
 : 92, 100, -5, 0, 93, 99, 87, 0
Cc1ccc(S(=O)(=O)NN2C(=O)c3ccccc3NC2c2ccco2)cc1 (stereo not drawn)
 : 111, 103, -14, 4, 109, 109, 121, -7
C=CCn1c(SCc2ccc(C(=O)Nc3nccs3)cc2)nnc1-c1ccc(C)c(Cl)c1
 : 99, 101, -10, 0, 98, 102, 95, -6
O=Cc1cn(CCC(=O)O)nc1-c1cccc(Cl)c1
 : 94, 95, -2, 4, 98, 99, 87, -32
CCC(=O)N1C(C(=O)NCc2ccc(OC)cc2)CSC1c1ccc(OC)cc1 (stereo not drawn)
 : 96, 96, -7, 0, 102, 111, 96, 0
CCCCn1c(N)c(N(CCOC)C(=O)CSc2ccc([N+](=O)[O-])cc2)c(=O)[nH]c1=O
 : 103, 96, 7, 2, 96, 97, 99, -4
CCOC(=O)C1CCN(C(=O)CCCn2nc(C)c3c(C)n(-c4ccc(C)cc4)nc3c2=O)CC1
 : 96, 95, -3, 0, 101, 95, 98, -1
O=C(NNC(=O)c1ccc2ncccc2c1)c1ccc(Cl)cc1
 : 104, 98, 1, 1, 110, 100, 98, -14
C#CCOCCOCCOCCNc1nc(N2CCN(C(=O)CCCCCCCCCCNC(=O)Cn3cc(CCCCCN)nn3)CC2)nc(N2CCN(C(=O)CCCCCCCCCCNC(=O)[C@@H](CCSC)n3cc(CCO)nn3)CC2)n1
 : 85, 93, 33, 0, 140, 92, 84, .
Cc1ccc(S(=O)(=O)NCC2COc3ccccc3O2)cc1 (stereo not drawn)
 : 92, 95, -1, 3, 104, 110, 85, 2
COc1cc2sc(-c3ccccc3OC)c(-c3ccc(OCCN4CCCCC4)cc3)c2cc1OC
 : 102, 98, 26, 0, 103, 101, 91, -9
Clc1ccc(-c2noc(CN3CCCC3)n2)cc1
 : 99, 94, 10, 1, 106, 97, 104, -4
O=C(O)c1ccccc1/C=N/Nc1nc(N2CCCCC2)nc(N2CCCCC2)n1
 : 103, 98, 9, 0, 100, 95, 98, -8
NC(=O)CCS(=O)(=O)c1ccccc1
 : 94, 95, 3, 0, 93, 98, 93, 3
O=C(CN1CCN(Cc2ccccc2)CC1)Nc1nc2ccccc2s1
 : 102, 101, 6, 1, 96, 103, 104, -19
COc1ccc(NC(=O)CN(C)C(=O)c2ccccc2OCC(=O)Nc2cccc(C(F)(F)F)c2)cc1
 : 91, 86, -4, 0, 92, 91, 94, -5
CCCN(CCC)CCNC(=O)C1c2ccccc2C(=O)N2CCc3ccccc3C12 (stereo not drawn)
 : 95, 102, -7, 0, 111, 90, 84, -15

# Among those listed so far, these contain a COOH group:
# Every second line gives: AGP1 TOR yeast, RPL19A-GFP yeast, VLA-4 inh, GRK2 inh, LAP4-GFP MLPCN, MEP2 TOR yeast, CIT2-GFP yeast, GASC-1 inh
O=Cc1cn(CCC(=O)O)nc1-c1cccc(Cl)c1
 : 94, 95, -2, 4, 98, 99, 87, -32
O=C(O)c1ccccc1/C=N/Nc1nc(N2CCCCC2)nc(N2CCCCC2)n1
 : 103, 98, 9, 0, 100, 95, 98, -8

# High-throughput results deposited in PubChem by several laboratories.
